PAFAH1B3 inh: blocks human PAF acetylhydrolase 1B catalytic subunit 3 | 340,000 compounds, 0.28% hits | inhibition, % at 3.39 µM | recombinant PAFAH1B3, FP-rhodamine probe, fluorescence polarization | Q15102;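 active = inhibition above the screen-wide average of all tested compounds plus 3 SD, cut at about 25% in these data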;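 note: 0% = enzyme with DMSO only and 100% = wells lacking PAFAH1B3 protein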
Target sequence (Q15102 whole entry, looked up): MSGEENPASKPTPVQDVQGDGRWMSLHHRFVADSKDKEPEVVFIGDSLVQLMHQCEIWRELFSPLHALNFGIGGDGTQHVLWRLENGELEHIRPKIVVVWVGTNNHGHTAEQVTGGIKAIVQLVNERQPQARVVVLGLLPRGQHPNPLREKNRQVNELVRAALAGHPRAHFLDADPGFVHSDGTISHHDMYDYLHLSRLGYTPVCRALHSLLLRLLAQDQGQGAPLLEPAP
PAFAH2 FP inh: inhibitors of human PAFAH2; 340,000 compounds, 0.99% hits; Q99487; AID 492956; inhibition, % at 3.39 µM; recombinant PAFAH2, FP-rhodamine activity probe, fluorescence polarization;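 active = inhibition above the mean over all tested compounds plus 3 SD, cut at about 30% in these data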;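 note: inhibitors block probe labeling of enzyme so polarization drops; 0% = enzyme with DMSO and 100% = wells lacking PAFAH2 protein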
LYPLA1 counter: blocks human lysophospholipase 1, a PME1 counter-screen | O75608 | recombinant LYPLA1, FP-Rh probe fluorescence polarization | inhibition, % at 5.9 µM | 320,000 compounds, 0.16% hits | AID 2174;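 active = inhibition above the mean of all tested compounds plus 3 SD, set per campaign, cut at about 14% in these data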;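 note: inhibitors block serine hydrolase probe labeling of LYPLA1 so polarization falls; 0% = enzyme with DMSO and 100% = wells lacking LYPLA1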
Target sequence (O75608 whole entry, looked up): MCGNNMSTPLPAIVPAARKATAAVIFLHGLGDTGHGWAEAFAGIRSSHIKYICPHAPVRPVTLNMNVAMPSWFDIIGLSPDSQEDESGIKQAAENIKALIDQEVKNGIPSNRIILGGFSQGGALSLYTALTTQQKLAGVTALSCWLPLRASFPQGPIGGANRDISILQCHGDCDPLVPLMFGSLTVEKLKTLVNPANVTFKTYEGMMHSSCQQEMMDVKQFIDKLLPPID
LYPLA2 inh: blocks human lysophospholipase 2, a PME1 counter-screen; O95372; recombinant LYPLA2, FP-Rh probe fluorescence polarization; inhibition, % at 5.9 µM; 320,000 compounds, 0.38% hits;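 active = inhibition above the screen-wide mean plus 3 SD, limit set per campaign, cut at about 26% in these data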;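 note: 0% = LYPLA2 with DMSO and 100% = wells lacking LYPLA2 enzyme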
PAD4 inh: inhibitors of human PAD4; Q9UM07; recombinant PAD4, RCA probe fluorescence polarization; inhibition, % at 6.36 µM; 330,000 compounds, 0.41% hits; AID 485272;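 active = percent inhibition above a cutoff equal to the mean of all tested compounds plus 3 SD, cut at about 15% in these data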;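 note: 0% = PAD4 with RCA probe and DMSO and 100% = probe without PAD4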
PAFAH1B2 FP inh: inhibitors of human PAFAH1B2. inhibition, % at 3.39 µM. AID 492953. P68402. recombinant PAFAH1B2, FP-rhodamine activity probe, fluorescence polarization. 340,000 compounds, 1.2% hits;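 active = inhibition above the mean of all tested compounds plus 3 SD, cut at about 24% in these data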;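 note: 0% = enzyme with DMSO and 100% = wells lacking PAFAH1B2; many of its hits are not listed in these tables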
pPAFAH FP inh: pPAFAH (human) enzyme inhibition; recombinant pPAFAH, FP-rhodamine probe fluorescence polarization; inhibition, % at 3.39 µM; 330,000 compounds, 1.5% hits;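 active = inhibition above the mean inhibition across the screen plus 3 SD, cut at about 25% in these data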;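 note: inhibitors block binding of the rhodamine activity-based probe so polarization drops; 0% = enzyme with DMSO and 100% = wells lacking pPAFAH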
Target sequence (Q13093 whole entry, looked up): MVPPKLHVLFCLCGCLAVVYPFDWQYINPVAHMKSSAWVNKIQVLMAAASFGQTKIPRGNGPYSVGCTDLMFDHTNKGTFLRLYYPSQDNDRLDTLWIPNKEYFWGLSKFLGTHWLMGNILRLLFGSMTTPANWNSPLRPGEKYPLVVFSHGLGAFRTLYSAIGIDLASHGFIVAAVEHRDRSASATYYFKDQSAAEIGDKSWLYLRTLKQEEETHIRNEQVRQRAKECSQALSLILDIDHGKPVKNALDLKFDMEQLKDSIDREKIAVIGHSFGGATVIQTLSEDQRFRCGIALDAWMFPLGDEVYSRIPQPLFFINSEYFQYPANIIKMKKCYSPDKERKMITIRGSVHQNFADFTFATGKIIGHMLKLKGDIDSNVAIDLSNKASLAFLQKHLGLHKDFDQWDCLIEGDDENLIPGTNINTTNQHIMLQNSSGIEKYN
PREPL inh: human PREPL enzyme inhibition; Q4J6C6; recombinant PREPL, fluorescence polarization activity-based probe; inhibition, % at 5.96 µM; 320,000 compounds, 0.68% hits; in the data active = inhibition above about 43%;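 note: 0% = enzyme with DMSO and 100% = wells lacking enzyme; many of its hits are not listed in these tables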
GSTO1 counter: counter-screen for RBBP9 inhibitors: inhibitors of human GSTO1; P78417; recombinant GSTO1, activity-based probe fluorescence polarization; inhibition, % at 5.96 µM; 300,000 compounds, 1.1% hits; AID 1974;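 active = inhibition above the campaign mean inhibition plus 3 SD, cut at about 35% in these data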;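 note: 0% = GSTO1-1 with DMSO and 100% = wells lacking GSTO1-1 enzyme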
An asterisk follows results filed as active; · = no result given. Only part of the results is shown; count on the stated rates, not on these rows.

#	Molecule	PAFAH1B3 inh	PAFAH2 FP inh	LYPLA1 counter	LYPLA2 inh	PAD4 inh
1	CCc1nc(SCC(=O)Nc2ccccc2Cl)n[nH]1	-3	-2	2	2	2
2	C=CCn1c(C(C)NC(=O)c2ccccc2C)n[nH]c1=S (centres undefined)	6	11	1	1	2
3	CCn1cc(C(=O)NC(=S)Nc2sc3c(c2C(=O)OC)CCCCCC3)cn1	0	-12	1	-3	3
4	Cc1sc2ncn(CC(=O)NCC(=O)N3CCN(c4ccc(F)cc4)CC3)c(=O)c2c1C	3	3	4	-4	-3
5	CCn1c(C)nc2cc(C(=O)NNC(=O)c3ccc(Cl)nc3)ccc21	12	6	4	-4	-5
6	COCCN1C(=O)N(c2ccccc2)C(=O)C1CC(=O)Nc1cc(OC)cc(OC)c1 (centres undefined)	6	-11	-3	3	1
7	CCc1c(C)[nH]c2c(C)cccc2c1=O	3	-1	-3	3	0
8	CCN1CCN(CCCNC(=O)c2cc3c(=O)[nH]c4ccccc4c3s2)CC1	7	4	1	10	3

#	PAFAH1B2 FP inh	pPAFAH FP inh	PREPL inh	GSTO1 counter
1	-1	1	-1	4
2	-3	3	0	5
3	1	-1	9	1
4	2	-5	2	-3
5	4	8	1	-13
6	-5	11	-9	0
7	5	3	-10	1
8	1	2	-1	2

(more compounds)
#	Molecule	PAFAH1B3 inh	PAFAH2 FP inh	LYPLA1 counter	LYPLA2 inh	PAD4 inh
9	O=C(Nc1ccc(F)c(F)c1)c1cnc(-c2ccccc2)nc1-c1ccccc1	4	-2	0	2	-2
10	CC1CCc2nc(NC(=O)c3ccco3)sc2C1 (centres undefined)	0	4	0	4	-1
11	Cc1cccc(NC(=O)COC(=O)CCc2ccc(S(=O)(=O)N3CCOCC3)cc2)c1C	5	-3	2	0	-3
12	Cc1cc(OCC(=O)Nc2cnn(CCCC(=O)O)c2)ccc1Cl	7	-2	-3	4	4
13	CC(=O)c1c(C)[nH]c(C(=O)OCC(=O)Nc2sc3c(c2C#N)CCCC3)c1C	0	8	-8	-12	0
14	Cc1ccc(S(=O)(=O)N2CCN(S(=O)(=O)N3CCOCC3)CC2)c(C)c1	-4	6	-1	1	-3
15	CCOc1ccc(N2C(=O)CC(S/C(N)=N/N=C/c3cccs3)C2=O)cc1 (centres undefined)	-1	-3	-2	2	-3
16	Cn1c(SCC(=O)Nc2cccc(C(=O)O)c2)nnc1-c1cc2cc(Br)ccc2o1	1	-3	-4	0	-2

#	PAFAH1B2 FP inh	pPAFAH FP inh	PREPL inh	GSTO1 counter
9	-1	2	-3	1
10	2	-3	4	-9
11	3	8	7	-4
12	2	-1	2	6
13	13	13	14	-1
14	3	7	6	-2
15	-3	10	2	-4
16	10	2	-21	-8

(cont.)
#	Molecule	PAFAH1B3 inh	PAFAH2 FP inh	LYPLA1 counter	LYPLA2 inh	PAD4 inh
17	CC12CCC(=O)N1C(C(=O)Nc1ccc(F)c(Cl)c1)CS2 (centres undefined)	0	-9	-1	-3	2
18	CCOC(=O)N=Nc1c(O)n(Cc2ccccc2)c2ccccc12	-1	3	-4	-1	0
19	CCCSC1=C(C#N)C(c2ccc(Cl)cc2Cl)CC(=O)N1 (centres undefined)	7	2	-2	0	-2
20	CCn1cc(C(=O)NCc2ccco2)c(=O)c2cc(S(=O)(=O)N3CCCC3)ccc21	2	5	-4	-2	-9
21	CC(=O)c1sc(Nc2cccc(C)c2)nc1C	13	2	3	8	0
22	CC(=O)N1C(Nc2ccc(Cl)cc2)CCN1c1ccccc1 (centres undefined)	1	-10	-2	-3	-2
23	CCOc1ccc(CNC(=S)NCc2ccc(OCC)cc2)cc1	4	1	-4	-4	4
24	CCOc1ccc(Br)cc1S(=O)(=O)NCCN(C)C	3	-10	4	4	2

#	PAFAH1B2 FP inh	pPAFAH FP inh	PREPL inh	GSTO1 counter
17	-6	3	1	2
18	0	0	-5	1
19	7	-3	3	4
20	7	4	1	-9
21	9	4	7	9
22	4	2	9	1
23	1	2	7	7
24	0	-1	32	3

(more compounds)
#	Molecule	PAFAH1B3 inh	PAFAH2 FP inh	LYPLA1 counter	LYPLA2 inh	PAD4 inh
25	CCOC(=O)C1(C)/C(=N/Nc2ccc(Cl)cc2)C(=O)C(=O)N1c1ccccc1 (centres undefined)	-2	5	-3	-1	-4
26	COc1ccc(C(=O)NC2CCCc3c2cnn3-c2cc(F)cc(F)c2)c(OC)c1OC (centres undefined)	6	8	-5	-10	-4
27	Cc1ccc(NC(=O)CN2CCC(NC(=O)c3ccccc3F)CC2)cc1C	12	8	-1	2	2
28	O=C(NC(=S)NCc1ccccc1)c1cccc([N+](=O)[O-])c1	3	-17	0	5	2
29	Cc1cccc(NC(=S)NN2CCN(C)CC2)c1C	4	12	-4	-3	-2
30	COc1ccc(S(=O)(=O)N2CCCCC2)cc1NC(=O)Cc1sc(C)nc1-c1ccc(F)cc1	-4	-1	-2	-7	-4
31	O=C(COC(=O)C1CC1)Nc1c(Cl)cccc1C(F)(F)F	-4	38*	0	1	-2
32	O=C(COC(=O)CNC(=O)c1cccc([N+](=O)[O-])c1)Nc1cccc(S(=O)(=O)N2CCCC2)c1	3	11	0	5	8

#	PAFAH1B2 FP inh	pPAFAH FP inh	PREPL inh	GSTO1 counter
25	0	4	1	4
26	4	9	1	3
27	9	2	-53	-2
28	2	-1	19	2
29	10	4	-2	-1
30	-4	3	4	-10
31	-2	3	18	4
32	2	2	4	13

(further entries)
#	Molecule	PAFAH1B3 inh	PAFAH2 FP inh	LYPLA1 counter	LYPLA2 inh	PAD4 inh
33	COc1cccc(C(=O)NCC2(c3ccc(OC)c(OC)c3)CCCC2)c1	4	10	1	-1	-4
34	Cc1ccc(C)c(NC(=S)NNC(=O)c2csc3c2CCCC3)c1	-2	1	0	-3	2
35	O=C(CN1CCN(c2ccc(O)cc2)CC1)Nc1ccc2c(c1)OCCCO2	4	9	-1	3	-1
36	CC(CNC(=O)c1cncc(O)c1)NC(=O)c1cncc(O)c1 (centres undefined)	3	-2	2	6	-8
37	COc1ccc(/C=N/NC(=O)c2ccc(=O)n(C)c2)cc1OC	4	2	0	1	-2
38	O=C(O)[C@H](Cc1ccccc1)NC(=O)N1CCN(c2ccc(F)cc2)CC1	-1	1	3	10	1
39	COCCC(=O)N1CCc2ccc(NC(=O)c3ccc(C(F)(F)F)cc3)cc2C1	13	4	0	1	-4
40	CSc1ccc(CCNC(=O)CCc2nnc3ccc(N4CCOCC4)nn23)cc1	2	2	3	5	-2

#	PAFAH1B2 FP inh	pPAFAH FP inh	PREPL inh	GSTO1 counter
33	4	0	2	1
34	2	12	-4	-1
35	6	8	14	·
36	0	-5	-20	1
37	6	5	-4	2
38	10	-6	9	12
39	5	4	6	6
40	8	2	5	2

Entries by screen from the list.
Nos. 12–15 in pPAFAH FP inh read -1, 13, 7, 10

Carrying on.
#	Molecule	PAFAH1B3 inh	PAFAH2 FP inh	LYPLA1 counter	LYPLA2 inh	PAD4 inh
41	CCOc1ccc(N(CC(=O)NC2CCCCC2)C(=O)CCC(=O)Nc2nc(C)cs2)cc1	8	-4	-6	0	-1
42	COc1cccc(NC(=O)c2c(C)cc(C)cc2CC(C)(C)C(=O)O)c1	-3	4	-1	-2	7
43	Cc1oc(-c2cccc(Br)c2)[n+]([O-])c1C	5	-2	7	8	-7
44	CCc1cccc(C)c1N(C(=O)Cn1c(COC)nc2ccccc21)C(C)COC (centres undefined)	2	2	-3	-5	-2
45	CCOc1ccc(-c2nc(CCl)cs2)cc1	6	1	1	3	-1
46	CC(Oc1ccccc1F)C(=O)NN (centres undefined)	9	3	0	-1	-5
47	CCOc1ccc(/C=C/C(=O)Nc2ccc(OC)cc2[N+](=O)[O-])cc1	14	5	-3	-2	-2
48	Cc1ccccc1-c1nc(CN2CCC(C(=O)NCC3CCCO3)CC2)c(C)o1 (centres undefined)	0	-2	-3	-4	3

#	PAFAH1B2 FP inh	pPAFAH FP inh	PREPL inh	GSTO1 counter
41	5	2	1	-3
42	-2	-8	-1	18
43	-3	-3	-15	-2
44	2	1	2	0
45	2	3	-3	79*
46	0	-2	7	3
47	7	5	-1	9
48	4	4	39	4

Remaining list, next part
#	Molecule	PAFAH1B3 inh	PAFAH2 FP inh	LYPLA1 counter	LYPLA2 inh	PAD4 inh
49	CC(=O)N1CCCc2cc(S(=O)(=O)N3CCCC(C(=O)Nc4ccc(C)cc4C)C3)ccc21 (centres undefined)	7	-7	-2	12	-6
50	CCCn1c(=O)c(C(=O)NCCCc2ccccc2)c(O)c2ccccc21	-3	-1	-3	0	-2
51	COc1ccc(OC)c(/C=C/C(=O)OCC(=O)Nc2nnc(-c3ccccc3)o2)c1	10	-8	-2	-7	0
52	O=C(Nc1ccc(F)cc1)/C(=C1/CCCCCN1)[N+](=O)[O-]	6	4	1	9	1
53	CCN(CC#CCC(O)(c1ccccc1)c1ccccc1)C(C)C	-5	0	-3	2	-6
54	Cc1ccc(Nc2ccc(C(=O)N3CCCC3)cn2)c(C)c1	4	4	2	5	5
55	N#C/C(=C/c1cccc(C(F)(F)F)c1)c1nc(CCN2C(=O)c3ccccc3C2=O)cs1	-2	9	-3	5	-7
56	C=CCn1c(SCC(=O)O)nnc1-c1cccs1	6	-3	4	10	-6

#	PAFAH1B2 FP inh	pPAFAH FP inh	PREPL inh	GSTO1 counter
49	-1	3	9	7
50	-1	-1	-2	-1
51	4	8	4	·
52	4	6	-2	0
53	-5	6	3	3
54	1	7	8	-2
55	2	5	1	-5
56	3	-1	11	-1

Whole records from above:
Cc1ccc(Nc2ccc(C(=O)N3CCCC3)cn2)c(C)c1 reads PAFAH1B3 inh: 4; PAFAH2 FP inh: 4; LYPLA1 counter: 2; LYPLA2 inh: 5; PAD4 inh: 5; PAFAH1B2 FP inh: 1; pPAFAH FP inh: 7; PREPL inh: 8; GSTO1 counter: -2
C=CCn1c(SCC(=O)O)nnc1-c1cccs1 reads PAFAH1B3 inh: 6; PAFAH2 FP inh: -3; LYPLA1 counter: 4; LYPLA2 inh: 10; PAD4 inh: -6; PAFAH1B2 FP inh: 3; pPAFAH FP inh: -1; PREPL inh: 11; GSTO1 counter: -1

Continuation:
#	Molecule	PAFAH1B3 inh	PAFAH2 FP inh	LYPLA1 counter	LYPLA2 inh	PAD4 inh
57	CN(C)CCNC(=S)Nc1ccccc1C(C)(C)C	1	4	0	-2	3
58	CCN(CC)S(=O)(=O)c1ccc(/C(O)=C2/C(=O)C(=O)N(CCOC)C2c2ccccc2)cc1 (centres undefined)	5	-3	1	-5	-3
59	Cc1cc(NC(=O)c2noc3c2CCCCC3)nn1Cc1ccc(Cl)cc1	3	2	2	4	-3
60	O=S(=O)(c1cnc[nH]1)N1CCN(c2ccc(F)cc2)CC1	7	-14	0	-6	5
61	CCOC(=O)c1ccc2c(c1)nc(COc1ccc(OC)cc1)n2CC	4	1	1	0	-4
62	COC(=O)CN1C(=S)N(c2ccc(F)cc2)C(=O)C1CC(=O)Nc1ccc(F)cc1 (centres undefined)	7	0	0	0	0
63	CCOC(=O)N/N=C/c1cc(OC)c(O)c(OC)c1	-1	8	-4	-2	3
64	CCN(C(=O)CO/N=C/c1ccc(OC)cc1OC)c1c(N)n(Cc2ccccc2)c(=O)[nH]c1=O	2	-8	0	12	3
65	COc1ccc(NC(=O)c2cc(C)cc(C)c2)cc1S(=O)(=O)N1CCCCC1	3	-1	-4	-1	5

#	PAFAH1B2 FP inh	pPAFAH FP inh	PREPL inh	GSTO1 counter
57	7	-2	-1	0
58	1	1	0	0
59	7	5	-4	4
60	3	-6	-7	6
61	3	7	0	6
62	4	1	3	3
63	8	-2	4	2
64	2	-1	-1	·
65	2	1	13	·
